# Assay outcomes (PubChem BioAssay)
# ST2 inh = inhibitors of human ST2 (IL1RL1) binding to IL-33; Q01638; inhibition, % for hits at 17 µM; AID 1259354; AlphaLISA ST2-Fc/biotin-IL-33 interaction, 1 h; 78,000 tested, 2.3% active; in the data active = inhibition above about 30%; inconclusive = mostly about 10% to 28%
# Target sequence (Q01638 whole entry, looked up): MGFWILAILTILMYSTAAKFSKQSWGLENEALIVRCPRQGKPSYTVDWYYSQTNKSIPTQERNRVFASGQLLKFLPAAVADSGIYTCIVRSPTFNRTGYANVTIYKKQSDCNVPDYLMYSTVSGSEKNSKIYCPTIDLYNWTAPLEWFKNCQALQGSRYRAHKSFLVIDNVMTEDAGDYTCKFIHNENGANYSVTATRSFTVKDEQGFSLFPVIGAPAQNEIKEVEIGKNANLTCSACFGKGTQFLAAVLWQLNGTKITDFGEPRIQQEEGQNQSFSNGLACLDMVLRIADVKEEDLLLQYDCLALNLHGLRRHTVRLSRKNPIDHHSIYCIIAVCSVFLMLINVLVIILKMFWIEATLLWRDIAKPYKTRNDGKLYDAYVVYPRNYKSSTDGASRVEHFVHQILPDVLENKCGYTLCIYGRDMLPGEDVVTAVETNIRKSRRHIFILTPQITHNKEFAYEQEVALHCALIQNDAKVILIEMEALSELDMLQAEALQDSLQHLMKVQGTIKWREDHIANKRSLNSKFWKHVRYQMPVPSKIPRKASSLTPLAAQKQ
# * hit, by the source's call; i = inactive; ? = inconclusive.
SMILES,ST2 inh
CCCCn1cnc2scc(-c3ccc(Br)cc3)c2c1=O,i
CC(=O)c1ccc(C(=O)N(CC#Cc2ccccc2)CC(C)C)s1,?
Cc1ccc2nc(-c3ccco3)c(Nc3ccc4c(c3)OCCO4)n2c1,i
Cc1cc(=O)oc2cc(OC(=O)COc3ccc(Br)cc3)ccc12,i
O=C(CN1CCOCC1)NC12CC3CC(CC(C3)C1)C2,?
CCC(C)NC(=O)c1ccc(N(Cc2ccccc2Cl)S(C)(=O)=O)cc1 (stereo unspecified),i
CCc1c(C)cc(C(=O)N2CCC3(CCNC(=O)CC3)CC2)c(=O)n1C,i
CC1(C)CC(=O)C2=C(C1)Nc1cc(C(=O)c3ccccc3)ccc1NC2c1ccncc1 (stereo unspecified),i
Cc1ccccc1NC(=O)C1(N(C)C(=O)Cc2nc(N)n[nH]2)CCCCC1,i
Cc1cc2c(cc1C)C(c1cc(F)ccc1F)CC(=O)N2 (stereo unspecified),?
O=C(c1cnc2ccccn2c1=O)N1CCCC(N2CCN(c3ccc(F)cc3)CC2)C1 (stereo unspecified),i
COc1cccc(-c2cc(N3CCN(S(=O)(=O)c4ccccc4)CC3)ncn2)c1,i
CCCCc1cc(C[C@H]2CNCC[C@H]2CC(=O)N2CCc3cc(OC)c(OC)cc3C2)no1,i
COC(=O)C(NC1CCSCC1)c1cccc(C)c1 (stereo unspecified),?
Cc1ccnn1CCC(=O)N1CCCC(N2CCN(c3cccc(Cl)c3)CC2)C1 (stereo unspecified),i
O=C(NC1CC1)c1ccc2c(c1)N(Cc1ccc(F)cc1)C(=O)CS2=O (stereo unspecified),?
O=C(c1ccccc1)C(Sc1ncccn1)c1ccccc1 (stereo unspecified),i
Cc1nnc(SCc2c(C)cc(C)c(CSc3nnc(C)s3)c2C)s1,i
NC(=O)c1c(NC(=O)c2cc(-c3ccc(Br)cc3)on2)sc2c1CCCC2,i
O[C@H]1[C@H](NCC2CCCCC2)[C@H]2CO[C@H](O2)[C@@H]1Oc1ccccc1,i

# Retrieved by structure from the list above (four):
SMILES,ST2 inh
Cc1ccccc1NC(=O)C1(N(C)C(=O)Cc2nc(N)n[nH]2)CCCCC1,i
O=C(c1cnc2ccccn2c1=O)N1CCCC(N2CCN(c3ccc(F)cc3)CC2)C1 (stereo unspecified),i
CCC(C)NC(=O)c1ccc(N(Cc2ccccc2Cl)S(C)(=O)=O)cc1 (stereo unspecified),i
O[C@H]1[C@H](NCC2CCCCC2)[C@H]2CO[C@H](O2)[C@@H]1Oc1ccccc1,i

# Following part.
SMILES,ST2 inh
O=c1ccc2ccc(OCc3ccccc3F)cc2o1,i
CC(=O)Nc1nonc1N1C(=N)S/C(=C\c2ccc(-c3ccc(F)c(Cl)c3)o2)C1=O,i
Cc1cc(C)c(CN2CCC(CCC(=O)N3CCOCC3)CC2)cc1C,?
O=C(c1ccccc1Cl)N1CCN=C1SCc1ccccc1F,i
O=C(CNS(=O)(=O)c1cccc2nonc12)NCc1ccccc1,i
Cc1cccc2nc(C(=O)NC(C)CCn3cccn3)c(F)n12 (stereo unspecified),i
COc1ccc(-n2ncc(C(C)NCc3ccc(NC(C)=O)cc3)c2C)cc1 (stereo unspecified),i
Cc1cccn2c(=O)c3cc(C(=O)NCC4CCCO4)c(=N)n(CCCn4ccnc4)c3nc12 (stereo unspecified),i
CSCCCn1cnc(-c2ccccc2)c1-c1cnc(C(C)C)nc1,?
COc1ccc(OCC(=O)N2CCN(S(=O)(=O)c3ccc(OC)cc3)CC2)cc1,i
Cc1cccc(CN(Cc2ccccc2)C(=O)c2cnc(N)nc2C)n1,i
CC1=C(C(=O)OC2CCCC2)C(c2ccccc2)C2=C(CC(C)(C)CC2=O)N1 (stereo unspecified),?
Cc1ccc(CN(C)Cc2ccc(C#CC(C)(C)O)s2)o1,i
COc1cc(NC(=O)c2ccc(Cl)cc2)c(Cl)cc1N,?
CCSc1ccc(C(=O)O)cc1[N+](=O)[O-],i
Cc1cc2nc(COc3ccc(Cl)cc3NC(=O)C3CCCCC3)cc(=O)n2o1,i
COC(=O)[C@H]1C[C@@H](O)CCN1C(=O)c1nn(C)c2ccc(C)cc12,?
CCC(C)NC(=O)Cn1c(=O)n(-c2cc(OC)cc(OC)c2)c(=O)c2sccc21 (stereo unspecified),?
CCOC(=O)Cn1nc(-c2ccccc2)ccc1=O,i
COc1ccccc1C1Nc2ccc(C)cc2C(OC(C)=O)C1(C)C (stereo unspecified),?
CCC(C)N(Cc1ccsc1)C(=O)c1ccc2c(c1)OCC(=O)N2 (stereo unspecified),?
CCn1c(CC2CCNCC2)nn(CCOc2ccc(F)cc2)c1=O,i
Cc1ccc(OCCCCN2CCCC2)c(C)c1,i
O=C(CN1CCN(CC2CCCO2)CC1)NCCc1ccc(Cl)cc1 (stereo unspecified),i
CCOC(=O)Cn1c(CN2CCOCC2)nc2c1c(=O)[nH]c(=O)n2C,i
CCC(=O)Nc1sc2c(c1C(=O)Nc1ccc(Cl)cc1)CCC(C)C2 (stereo unspecified),?
O=c1c2c(nc(SCc3ccc(F)cc3)n1-c1ccccc1)CCS2,?
CC(=O)NCCNC[C@@H]1C=C(C)[C@H](Cc2nnc(-c3cncn3C)o2)C[C@H]1C(C)C,i
CCCN(Cc1nccn1C)C(=O)CSc1nnc(C)s1,?
CCC(CC)NCCCN1CCCC(O)C1 (stereo unspecified),i
O=C(Nc1cccc2ncccc12)c1ccc(F)cc1,?
CN(C)CCN(CC1CCCN(Cc2ccccc2F)C1)C(=O)c1cccc2nccnc12 (stereo unspecified),i
CCOc1ccc(N2C(=O)Nc3ccc(Br)cc3C2(O)C(=O)NCCN(C)C)cc1 (stereo unspecified),i
CC1CCCC(NC(=O)C2CC(=O)N(c3ccc(F)c(Cl)c3)C2)C1C (stereo unspecified),i
COc1ccccc1C1(CC#N)CCOC(C)(C)C1 (stereo unspecified),i
O=C(/C=C/c1ccc(O)c(O)c1)O[C@@H]1[C@H](O)C[C@@](O)(C(=O)O)C[C@H]1OC(=O)/C=C/c1ccc(O)c(O)c1,i
Oc1c(C(Nc2ccccn2)c2ccccc2F)ccc2cccnc12 (stereo unspecified),?
O=Cc1ccc(OCC(=O)O)c(I)c1,i
Nc1ccc(CCc2nc3cc(N)ccc3o2)cc1,i
COc1ccc(O[C@@H]2C=C(C(=O)N[C@@H](Cc3ccc(O)cc3)C(N)=O)C[C@@H](O)[C@H]2O)cc1,?

# The final two entries of the part above are carried over, then new ones follow:
SMILES,ST2 inh
Nc1ccc(CCc2nc3cc(N)ccc3o2)cc1,i
COc1ccc(O[C@@H]2C=C(C(=O)N[C@@H](Cc3ccc(O)cc3)C(N)=O)C[C@@H](O)[C@H]2O)cc1,?
CCCSc1nc2c(cnn2-c2ccc(F)cc2)c(=O)[nH]1,i
CC1CC(Nc2ccccc2)c2ccccc2N1C(=O)c1ccco1 (stereo unspecified),i
Cn1c(=O)c2c(nc(NCCO)n2Cc2ccccc2Cl)n(C)c1=O,?
O=C(CNS(=O)(=O)c1cccs1)N1CCN(C(=O)c2ccco2)CC1,i
Cc1cc(C)c(OCC(=O)Nc2ccc(S(N)(=O)=O)cc2)c(C)c1,i
Cc1nc(C2CC2)ncc1C(=O)N1CCC(Cc2cccc(C(=O)O)c2)CC1,i
CC(C(=O)Nc1nccs1)N1CCC2(CC1)Nc1ccccc1NC2=O (stereo unspecified),i
c1ccc2c(c1)OCC(c1csc(C3COc4ccccc4O3)n1)O2 (stereo unspecified),i
CN1CCN(c2nc(-c3ccc(C(N)=O)cc3)nc3c2CCNC3)CC1,i
Cc1nn(C)c(C)c1CN(C(=O)C1CC(=O)N(CC(C)C)C1)C1CC1 (stereo unspecified),i
CN(C)C(=O)c1ccc2c(c1)N(C)C(CC(=O)NCCCc1cccnc1)CO2 (stereo unspecified),i
COc1ccc(NC2=NC3CS(=O)(=O)CC3S2)cc1Cl (stereo unspecified),i
CC12CC(NC(=O)N1c1ccc(F)cc1)c1ccccc1O2 (stereo unspecified),i
Cc1nn(-c2ccccc2)c2c1C(C(=O)NC1CCCC1)N(Cc1cccnc1)C(=O)CS2 (stereo unspecified),i
O=C(Nc1nncs1)C1CC1c1ccccc1 (stereo unspecified),i
N#CC1=C(N)Oc2cc(N)ccc2C1c1ccccc1Br (stereo unspecified),i
COc1ccc(CN2CCc3cc(OC)c(OC)cc3C2)cc1,i
N#CC1=C([S-])N[C@@](O)(c2ccccc2)[C@H]([n+]2ccc3ccccc3c2)[C@H]1c1cccc(F)c1,?
CCOC(=O)N1CCN(Cc2ccc3c(c2)CN(C(=O)c2cc(-c4ccccc4)on2)CCO3)CC1,i
Cn1c(=O)c2c(ncn2CN2C(=O)c3ccccc3C2=O)n(C)c1=O,?
COC(=O)c1ccc(Cn2cnc3c(cnn3-c3ccc(Cl)cc3)c2=O)o1,i
O=C(C1CC1)N1CCc2cc(S(=O)(=O)NCCCN3CCCCC3)ccc21,?
CCN(CC)CC#CC(O)(c1ccccc1)c1ccccc1,?
CCOC(=O)c1c(NC(=O)CN2C(=O)CC(C)Sc3ccccc32)sc2c1CCCCC2 (stereo unspecified),i
O=C(c1cnn(Cc2ccccc2)c1)N1CCC(O)(c2ccccc2)CC1,i
COc1ncc(CN2CCC(c3[nH]ncc3-c3cccc(F)c3)CC2)cn1,?
O=C(CC1SC(=O)N(c2ccccc2)C1=O)Nc1cccc(O)c1 (stereo unspecified),i
CCOC(=O)C1C(=O)C=C(c2ccc(OC)cc2)CC1c1cccc(OC)c1OC (stereo unspecified),i
COc1ccccc1N1CCN(C(=O)C2CCN(S(=O)(=O)c3cccs3)CC2)CC1,i
CC[C@H]1CN(C(=O)Nc2ccccc2)CC[C@H]1CC(=O)NCc1ccccc1,i
COc1ccc(C(C)(C)C)cc1NC(=O)C1CC=CCC1C(=O)O (stereo unspecified),?
Cc1ccc(N2C(=O)CC(n3nc(C)c(C)c3C)C2=O)cc1 (stereo unspecified),?
c1cc(CN2CCC(n3cc(C4CC4)nn3)CC2)co1,i
Cc1cc(C)n(CCNC(=O)c2cc(CC(C)C)[nH]n2)c(=O)n1,i
CCOC(=O)c1[nH]c2ccccc2c1NC(=O)CCC1CCCCC1,i
C=CCN(C(=O)CCS(=O)(=O)c1cccc2nsnc12)c1ccccc1,i
O=C(c1ccccc1C1CCNC1)N1CCC(O)(Cc2ccccc2)CC1 (stereo unspecified),?
COc1ccc(F)cc1S(=O)(=O)NCc1ccc2c(c1)OCO2,i
O=c1[nH]c2ccc(N=Cc3cc([N+](=O)[O-])cc([N+](=O)[O-])c3O)cc2[nH]1,?
N#CC1=C(N)OC2=C(C(=O)CC(c3ccccc3)C2)C1c1cccc(Br)c1 (stereo unspecified),i

# Overlap with the part before: 6 compounds; new compounds follow.
SMILES,ST2 inh
CCOC(=O)c1[nH]c2ccccc2c1NC(=O)CCC1CCCCC1,i
C=CCN(C(=O)CCS(=O)(=O)c1cccc2nsnc12)c1ccccc1,i
O=C(c1ccccc1C1CCNC1)N1CCC(O)(Cc2ccccc2)CC1 (stereo unspecified),?
COc1ccc(F)cc1S(=O)(=O)NCc1ccc2c(c1)OCO2,i
O=c1[nH]c2ccc(N=Cc3cc([N+](=O)[O-])cc([N+](=O)[O-])c3O)cc2[nH]1,?
N#CC1=C(N)OC2=C(C(=O)CC(c3ccccc3)C2)C1c1cccc(Br)c1 (stereo unspecified),i
Cc1ccc(NC(=O)NC[C@H]2O[C@@H](CC(=O)NC3CC3)[C@H](O)[C@@H]2O)cc1,i
CCOc1ccc(-n2c(SCC(=O)Nc3ccc(F)cc3)nc3c(c2=O)SCC3)cc1,i
Cc1nc2cc(OCc3cc(C(=O)NCc4cc(F)ccc4C)no3)ccc2s1,i
O=c1/c(=C/c2ccccn2)sc2n1CN(c1ccccc1)CN=2,?
Cc1ccc(C)c(N2CCN(Cc3cc4c(cc3[N+](=O)[O-])OCO4)CC2)c1,32.0%*
COc1ccc(C(=O)Nc2ccc(-c3nc4ncccc4o3)cc2)cc1OC,?
COc1ccc(NC2=CC(c3cccc(OC)c3)N(c3ccc(OC)cc3)C2=O)cc1 (stereo unspecified),?
O=c1c2cc(O)ccc2oc2ccc(O)cc12,?
CSc1cccc(NC(=O)C2CCCN(S(=O)(=O)c3cnc[nH]3)C2)c1 (stereo unspecified),i
Cc1cnccc1N1CCCN(Cc2cc(C(C)C)no2)CC1,i
COc1ccc(N2C(=O)C3CCCCC3C2=O)cc1OC (stereo unspecified),?
COc1cccc(SCC(=O)N2C[C@@H]3[C@H](C2)[C@H]2CC[C@@H]3O2)c1,?
CN(Cc1ccccc1)C(=O)C1CCN(S(=O)(=O)c2ccc(F)cc2)CC1,i
CC1=C2[C@@H]([C@H](C)CC[C@H]2/C=C(\C)C(=O)O)[C@H](O)C1,?
Cc1cccc(NC(=O)CC(=O)NCCN2CCCC(O)C2)c1C (stereo unspecified),i
O=C(Nc1ccc([N+](=O)[O-])cc1)c1ccc(Cl)cc1Cl,?
CC(C)c1ccc(C(=O)NCc2ccccc2)cc1,i
Cc1cc(=O)[nH]c(NCCNC2CCC3(CCNCC3)CC2)n1,i
COc1ccc(NC(=O)c2cc3c(=O)n4cccc(C)c4nc3n2C)cc1OC,?
COC(=O)c1ccc(Nc2nnc(C)c(=O)[nH]2)cc1,i
COC(=O)CNc1c(-c2ccccc2)nc2ccc(Br)cn12,?
CC(C)(C)C(=O)N[C@H]1CO[C@H]2[C@@H]1OC[C@@H]2Nc1nccc(-c2cccc(C#N)c2)n1,i
CN(C)c1ccc(NC(=O)CC2Sc3ccc(C(F)(F)F)cc3NC2=O)cc1 (stereo unspecified),i
Cn1cnc2cc(NCc3cccc(Br)c3)ccc21,?
O=C(O)CNS(=O)(=O)c1ccc(Cl)cc1,i
COc1cccc(CN2CCCC(N3CCN(c4cccc(Cl)c4)CC3)C2)c1OC (stereo unspecified),?
COc1cc(-c2oc(-c3ccc(O)c(OC)c3)c(C)c2C)ccc1O,i
Cc1ccc(NC2=CC(=O)CC(C)(C)C2)cc1F,i

# These rows are one share of the data, so the mix of outcomes need not match the whole.
